High-throughput results as filed in PubChem.
RAM inhibit: inhibitors of the yeast RAM network, primary screen, dse1pr::URA3 reporter, 5-FOA selection; inhibition, % at 50 µM; AID 868, 2007; 1.8% of 190,000 active; S. cerevisiae dse1pr::URA3 reporter, 5-FOA growth OD615, 2 d; analog-sensitive cbk1-as2 kinase mutant strain;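 active means inhibition above a set limit, 3 SD over mean compound inhibition, cut at about 8.4% in these data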;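 further: 0% = DMSO-only wells with no growth and 100% = 10 µM 1-NA-PP1 full growth; inhibition rescues growth on 5-FOA so higher OD means more RAM inhibition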
FLuc act counter: FLuc activators, initial screening, artefact control for FLuc-dependent activation tests, biochemical, ATPlite luminescence. ATPlite luciferase biochemical, 10 min; 0 = ATP-free wells, 1 = DMSO control. activation factor at 10 µM. 200,000 tested, under 10 active. Luciferin 4-monooxygenase (Photinus pyralis), P08659;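 active means luciferase activation factor, scaled between plate controls, of at least 2 with compound at 10 µM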
Target sequence (P08659 whole entry, looked up): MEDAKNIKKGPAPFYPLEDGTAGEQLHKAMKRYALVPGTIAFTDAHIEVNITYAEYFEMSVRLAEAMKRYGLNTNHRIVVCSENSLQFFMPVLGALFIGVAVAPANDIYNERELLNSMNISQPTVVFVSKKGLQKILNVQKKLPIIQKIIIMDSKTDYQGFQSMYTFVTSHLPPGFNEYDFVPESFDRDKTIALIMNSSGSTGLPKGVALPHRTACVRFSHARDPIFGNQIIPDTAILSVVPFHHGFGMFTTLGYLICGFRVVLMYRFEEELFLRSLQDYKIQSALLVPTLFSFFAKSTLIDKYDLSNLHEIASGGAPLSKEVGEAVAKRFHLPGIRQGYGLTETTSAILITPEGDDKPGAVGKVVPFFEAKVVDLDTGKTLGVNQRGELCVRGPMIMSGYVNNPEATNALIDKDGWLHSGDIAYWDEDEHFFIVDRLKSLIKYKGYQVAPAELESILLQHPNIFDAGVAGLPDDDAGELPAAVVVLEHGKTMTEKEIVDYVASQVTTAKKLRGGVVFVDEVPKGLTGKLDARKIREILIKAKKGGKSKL
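System: Luciferase/luciferin detection reagent, cell-free biochemical luciferase assay | Medium: PBS buffer for ATP | Dosing: Test compounds dosed from 2 mM stocks in 100% DMSO | Timing: 10 min at ambient temperature | Signal: Luminescence measurement of luciferase light output | Evaluation: Luciferase activation, seen as luminescence increase over controls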
FLuc inh counter: firefly luciferase enzyme inhibitors, primary screen, artefact control for luciferase-based inhibitor screens, biochemical, luminescence, ATPLite | Luciferin 4-monooxygenase (Photinus pyralis), P08659 | 10 min | inhibition, % at 10 µM | 1.5% of 200,000 active | AID 1006, 2008;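 active means inhibition above about 50% when tested at 10 µM, limit read from the data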
bIAP inh: bovine intestinal alkaline phosphatase inhibitors, primary screen, selectivity assay for TNAP inhibitor project, biochemical, bovine IAP, CDP-star luminescence | purified bovine IAP, 30 min | inhibition, % at 20 µM | 190,000 tested, under 10 active | AID 1019, 2008;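 active means over 50% inhibition of intestinal alkaline phosphatase at 20 µM in the single-dose screen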
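test system = bovine IAP enzyme | medium = DEA buffer 100 mM, pH 9.8, with MgCl2 1.0 mM, ZnCl2 0.02 mM | detection = luminescence | dosing = single compound dose of 20 µM, 2% DMSO final | incubation = 30 min reaction at room temperature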
APP transl inh: inhibitors of APP translation via 5'UTR reporter, primary screen, APP 5'UTR luciferase, SH-SY5Y cells; SH-SY5Y APP 5'UTR-luciferase reporter, luminescence; inhibition, % at 2 µM; 0.82% of 190,000 active;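 active means inhibition above a set limit, derived from the sample mean plus 3 SD, cut at about 45% in these data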; further: values of inactives mirror those of a sister screen read the other way
TNAP inh hi DEA: human TNAP enzyme inhibitors, primary screen, biochemical, luminescent, high phosphate acceptor level, uHTS; Alkaline phosphatase, tissue-nonspecific isozyme (Homo sapiens), P05186; purified TNAP, CDP-star luminescence, 1 M DEA; inhibition, % at 20 µM; 0.03% of 200,000 active;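 active means over 50% inhibition of tissue-nonspecific alkaline phosphatase at 20 µM in the single-dose screen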;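 further: plate controls were DMSO wells for no effect and EDTA-quenched wells as full inhibition for full effect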
Target sequence (P05186 whole entry, looked up): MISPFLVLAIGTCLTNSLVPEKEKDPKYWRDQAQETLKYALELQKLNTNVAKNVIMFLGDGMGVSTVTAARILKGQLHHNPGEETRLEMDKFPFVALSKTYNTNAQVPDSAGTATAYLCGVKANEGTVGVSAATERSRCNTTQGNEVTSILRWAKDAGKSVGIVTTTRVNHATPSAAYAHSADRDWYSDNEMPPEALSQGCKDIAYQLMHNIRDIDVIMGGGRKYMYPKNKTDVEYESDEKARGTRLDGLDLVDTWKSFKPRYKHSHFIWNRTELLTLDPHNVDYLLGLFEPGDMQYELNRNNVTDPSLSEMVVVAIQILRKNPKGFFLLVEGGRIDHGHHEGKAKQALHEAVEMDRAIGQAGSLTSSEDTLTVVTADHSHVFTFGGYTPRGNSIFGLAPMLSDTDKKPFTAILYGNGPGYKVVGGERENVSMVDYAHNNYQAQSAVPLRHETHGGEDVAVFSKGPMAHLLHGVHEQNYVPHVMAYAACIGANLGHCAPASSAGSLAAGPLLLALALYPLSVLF
TNAP act hi DEA: TNAP activators at high phosphate acceptor level, primary screen, biochemical, luminescence, uHTS. Alkaline phosphatase, tissue-nonspecific isozyme (Homo sapiens), P05186. purified TNAP, CDP-star luminescence, 1 M DEA, 30 min; hits give high values; 0 = EDTA background, 1 = DMSO-only activity. activation factor at 20 µM. 200,000 tested, under 10 active. AID 1136, 2008;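 active means activation factor at least 2 at 20 µM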
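Measured by: Luminescent substrate turnover signal | Test system: Human TNAP | Input: TNAP 1/800 final | Dosing: 20 µM single point | Schedule: 30 min, room temperature | Controls: EDTA wells as negative control, DMSO wells as positive control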
bIAP act: bovine intestinal alkaline phosphatase activators, primary screen, biochemical, bovine IAP, CDP-star luminescence | purified bovine IAP, 30 min; hits give high values; fold of DMSO-control signal, blank-subtracted | activation factor at 20 µM | 0.17% of 200,000 active;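 active means activation factor of 2 or more at 20 µM, a signal rise over negative controls twice the positive control's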
Lmaj promast: Leishmania major promastigote growth inhibition, primary screen | inhibition, % at 10 µM | Leishmania major promastigotes, resazurin fluorescence viability | AID 1063, 2008 | 9% of 200,000 active; in the data active means inhibition above about 50%;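 further: promastigotes grown with compound for 44 hours at 28 °C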
TNAP inh no acc: human TNAP enzyme inhibitors, primary screen, biochemical, luminescent, no phosphate acceptor, uHTS | purified TNAP, CDP-star luminescence, 30 min | inhibition, % at 20 µM | 0.26% of 200,000 active | AID 1012, 2008;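 active means tissue-nonspecific alkaline phosphatase inhibition above about 50% at 20 µM in the single-dose screen, limit read from the data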;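 further: 0% = DMSO negative control and 100% = EDTA positive control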
* = called active by the depositor; · = no result given.

Sample of the layout (3 entries):
SMILES	RAM inhibit	FLuc act counter	FLuc inh counter	bIAP inh	APP transl inh	TNAP inh hi DEA	TNAP act hi DEA	bIAP act	Lmaj promast	TNAP inh no acc
COc1ccc(Nc2ncccc2C(=O)Nc2ccccc2)cc1	0.5	1	3	18	-9	-2	1	0.8	28	-9
COc1ccc(N/C=C(\C#N)c2nc3ccccc3n2C)c(OC)c1	1.0	0.9	12	-39	0	-10	1.1	1.4	17	-8
CC1=CC(C)C(C(=O)O)C(C(=O)O)C1 (stereo not given)	-0.9	1	1	-3	18	-1	1	1	-10	-9

All compounds of this part, repeating the preview:
SMILES	RAM inhibit	FLuc act counter	FLuc inh counter	bIAP inh	APP transl inh	TNAP inh hi DEA	TNAP act hi DEA	bIAP act	Lmaj promast	TNAP inh no acc
COc1ccc(Nc2ncccc2C(=O)Nc2ccccc2)cc1	0.5	1	3	18	-9	-2	1	0.8	28	-9
COc1ccc(N/C=C(\C#N)c2nc3ccccc3n2C)c(OC)c1	1.0	0.9	12	-39	0	-10	1.1	1.4	17	-8
CC1=CC(C)C(C(=O)O)C(C(=O)O)C1 (stereo not given)	-0.9	1	1	-3	18	-1	1	1	-10	-9
COC(=O)c1ccc(/C=N/NC(=O)C(=O)NCc2ccccc2)cc1	4.0	1	-2	-8	4	-1	1	1.1	-10	-8
COC(=O)C(CCCCNC(=O)OCc1ccccc1)NC(=O)CN (stereo not given)	0.6	1	0	2	-11	-1	1	1	-1	-2
O=C(CCCC(=O)Nc1cccnc1)Nc1cccnc1	1.3	1.1	-8	6	7	2	1	0.9	-6	4
Cn1nnnc1SCC(=O)Nc1ccccc1C(=O)NCc1ccccc1	0.8	1.1	-7	8	-10	-2	1	0.9	-5	-7
CC[n+]1c(C)n(-c2ccccc2)c2ccc(C(=O)OC)cc21	0.1	1.1	-5	-4	-11	-4	1	1	-5	-9
O=C(O)c1cccc2[nH]c(C(F)(F)F)nc12	-0.3	1	-1	-44	0	1	1	1.4	-9	21
Cc1ccc(NC(=O)C2CCN(C(=O)NC3CCCCC3)CC2)c(C)c1	1.4	1	0	6	-12	5	1	0.9	-4	-1
CC(=O)N1N=C(c2ccc(NS(C)(=O)=O)cc2)CC1c1ccc2nccnc2c1 (stereo not given)	2.0	1.1	-8	2	16	-5	1.1	1	-4	-11
NC(=O)c1cnn(-c2cc(Oc3ccccc3)ncn2)c1N	1.4	0.8	15	-4	-87	-1	1	1	-11	-4
CCCn1c(SCC(=O)Nc2cc(S(=O)(=O)N(C)C)ccc2OC)n[nH]c1=O	0.2	1	-3	0	-4	1	1	1	-6	-8
Cc1ccc(C(=O)N2CCSCC2)cc1	2.5	1	-5	4	4	-3	1	1	-4	14
O=C(Nc1ccc(Cl)cc1)C1C2CCC3C(CCC21)C3(Cl)Cl (stereo not given)	2.6	1	-2	12	-11	6	0.9	0.9	-5	-4
Cc1ccccc1OCCCC(=O)Nc1nccs1	1.1	1	-3	15	-2	-4	1	0.8	6	-6
c1ccc(N2CCN(c3ncnc4scc(-c5cccs5)c34)CC2)cc1	6.2	1.1	-9	15	-8	-9	1.1	0.8	-2	-11
CCOC(=O)c1cn(-c2ccccc2CO)c2c(F)c(F)c(F)cc2c1=O	1.0	1	-2	-2	6	1	1	1	-2	-4
CCN(Cc1ccccc1)c1ccc(/C=N/N2CCOCC2)cc1	0.4	1	2	-12	14	-1	1	1.1	46	-13
CC1CC1C(=O)OCC(=O)NCc1ccc(Cl)cc1Cl (stereo not given)	-0.1	1	-1	8	0	5	1	0.9	-23	-3

Sorted by value in bIAP act (rising): 5 of the compounds above
| SMILES | RAM inhibit | bIAP inh | APP transl inh | TNAP inh hi DEA | TNAP act hi DEA | bIAP act | TNAP inh no acc |
| --- | --- | --- | --- | --- | --- | --- | --- |
| Cc1ccccc1OCCCC(=O)Nc1nccs1 | 1.1 | 15 | -2 | -4 | 1 | 0.8 | -6 |
| O=C(CCCC(=O)Nc1cccnc1)Nc1cccnc1 | 1.3 | 6 | 7 | 2 | 1 | 0.9 | 4 |
| NC(=O)c1cnn(-c2cc(Oc3ccccc3)ncn2)c1N | 1.4 | -4 | -87 | -1 | 1 | 1 | -4 |
| COC(=O)c1ccc(/C=N/NC(=O)C(=O)NCc2ccccc2)cc1 | 4.0 | -8 | 4 | -1 | 1 | 1.1 | -8 |
| O=C(O)c1cccc2[nH]c(C(F)(F)F)nc12 | -0.3 | -44 | 0 | 1 | 1 | 1.4 | 21 |

2 compounds from above, showing only TNAP inh hi DEA:
compound,TNAP inh hi DEA
Cc1ccc(C(=O)N2CCSCC2)cc1,-3
O=C(Nc1ccc(Cl)cc1)C1C2CCC3C(CCC21)C3(Cl)Cl (stereo not given),6

(further entries)
SMILES	RAM inhibit	FLuc act counter	FLuc inh counter	bIAP inh	APP transl inh	TNAP inh hi DEA	TNAP act hi DEA	bIAP act	Lmaj promast	TNAP inh no acc
CCOC(=O)Cn1nc(-c2ccccc2)c2cnc3ccc(C)cc3c21	3.0	1	0	7	-1	-3	1	0.9	8	-7
CC1CCN(c2nc3c(c(=O)[nH]c(=O)n3C)n2CCSc2nc3ccccc3o2)CC1	1.2	1	-3	3	-12	-3	1	1	-3	-4
O=C(O)c1ccc(-n2cc(-c3cc4ccccc4oc3=O)[nH]c2=S)cc1	2.0	0.8	25	2	-10	4	1	1	-11	4
COc1ccc2c(c1)c1nc3ccccc3nc1n2CCCN1C(=O)c2ccccc2C1=O	3.2	1.1	-5	9	-9	4	1	0.9	-4	-6
COc1ccc(/C=N/NC(=O)c2nc(-c3ccccc3)cc(-c3ccccc3)n2)cc1OC	10*	0.9	11	12	-8	-4	1	0.9	26	-5
Clc1cccc(CSc2ccc(-c3ccco3)nn2)c1	1.9	0.9	11	-3	-22	-2	1	1	-1	-3
CCOc1cccc2sc(=NC(=O)c3ccc(S(=O)(=O)N4CCOCC4)cc3)n(C)c12	2.4	1.1	-7	1	3	-4	1	1	6	-10
O=C(Nc1ccc(N2CCN(C(=O)c3ccccc3)CC2)c(Cl)c1)c1ccc(Br)o1	3.7	1.1	-6	-6	-1	-4	1	1.1	23	-11
COc1cc(OC)cc(C(=O)Nc2cccc(C(C)=O)c2)c1	2.3	0.9	8	6	-3	-1	1	0.9	0	-7
COc1ccc(CCNC(=O)COC(=O)c2ccc(N3CCCC3=O)cc2)cc1	-0.4	1.1	-5	11	6	-1	1	0.9	-1	-17
Cc1cc(C)c(S(C)(=O)=O)c(Oc2cccc(C(F)(F)F)c2)n1	0.5	1	-2	6	-5	-3	1	0.9	-5	-6
O=c1c2ccccc2c(C=NCCc2ccccc2)c(O)n1Cc1ccccc1	13*	1.1	-10	·	-15	-8	1.1	0.5	10	-5
Cn1c(=O)c(=O)n(C)c2cc(S(=O)(=O)N3CCN(Cc4ccccc4)CC3)ccc21	0.8	1.1	-12	-2	-25	-6	1.1	1	-2	-6
O=C(NC(=S)N1CCCCCC1)c1ccccc1Cl	-1.4	1	-2	2	-4	-2	1	1	-3	-7
Cc1cc(NC(=O)c2ccc3c(c2)C(=O)N(Cc2ccccc2)C3=O)no1	2.6	1.1	-7	5	6	-4	1	0.9	-5	-5
COc1ccc(OC)c(C(c2nnnn2C2CCCC2)N2CCN(c3ccc(F)cc3)CC2)c1 (stereo not given)	-1.5	1.1	-6	0	-17	-9	1.1	1	92*	-11
COCCCNCC#CCOc1ccc(OC)cc1	0.8	1.1	-7	9	-17	-6	1.1	0.9	32	-9
Cc1cc(C)n2nc(S(=O)(=O)N(CC(C)C)CC(C)C)nc2n1	2.1	1	-2	1	-36	3	1	1	-7	-8
CC1=CC(C)C2COC(c3ccc[n+](C)c3)C1C2C (stereo not given)	3.1	1.1	-5	-5	-3	1	1	1	16	-11
CC(=O)NC(Cc1c[nH]c2ccccc12)C(=O)OCC(=O)Nc1cc(C)on1 (stereo not given)	2.7	1.1	-6	8	4	4	1	0.9	-2	-12
COC(=O)C1=C(C)N(Cc2ccco2)C(=O)N[C@@H]1c1cccc(C(F)(F)F)c1	0.9	1	-4	3	-3	-2	1	1	21	-6
O=C(NCc1ccc(Cl)cc1)c1ccc2nc[nH]c2c1	1.2	1	-5	-16	-5	0	1	1.2	50	-122
O/N=C(\c1ccc(Cl)cc1Cl)c1ncc(C(F)(F)F)cc1Cl	-1.1	1	-3	11	-6	-6	1.1	0.9	2	-2
Fc1ccccc1COc1ccc(Br)cc1CNCc1cccnc1	0.1	1.1	-5	-12	-10	0	1	1.1	37	-6
COc1ccc2c(c1)C(C)=CC(C)(C)N2C(=O)CNCc1ccc2c(c1)OCO2	1.9	1.1	-10	-3	3	-10	1.1	1	9	-15
CCOC(=O)C1(CC2CCCCO2)CCN(Cc2ccc(OC)cc2F)CC1 (stereo not given)	0.2	1.1	-5	-7	1	-3	1	1.1	7	-6
COCc1cc(Sc2ccc(Cl)cc2)nc(-c2ccccc2)n1	0.4	1.1	-6	10	-7	-3	1	0.9	-3	-8
C=CCSc1nnc(-c2ccc(Cl)cc2Cl)o1	0.3	0.4	59*	13	-159	-3	1	0.9	-3	-1
CC(C)OP(=O)(c1ccc(N(C)C)cc1)C(O)c1ccccc1F (stereo not given)	0.5	1.1	-7	11	4	-3	1	0.9	-1	-7
CCN(CC)S(=O)(=O)c1ccc(OC)c(NC(=O)c2cccs2)c1	5.7	1	-3	-8	-20	-1	1	1.1	8	-6
Cc1ccc(S(=O)(=O)N(C)C)cc1NC(=O)C1CCCC1	-0.1	1.1	-5	20	5	1	1	0.8	4	6
Cc1ccc(OCCN2C(=O)S/C(=C\c3ccc(C)o3)C2=O)cc1	7.9	1.1	-9	1	-3	0	1	1	-4	-13
CCCCC(=O)OCC(=O)Nc1cccc(S(=O)(=O)NC2=NCCCCC2)c1	0.8	1	-4	1	-7	-4	1	1	4	-7
Cc1ccc(-c2n[nH]c(=S)n2/N=C/c2c(C)[nH]n(-c3ccccc3)c2=O)cc1	-0.2	0.8	19	0	0	-5	1	1	-3	-45

The order is random; any-hit rate near 13%.
